High-throughput results from PubChem BioAssay.
HT1080-NT tox: qHTS for induction of synthetic lethality in tumor cells producing 2HG: qHTS for the HT-1080-NT fibrosarcoma cell line. Potency, µM (doses to about 46.1 µM), inactives show top-dose activity, negative = less viability, most hits filed as cytotoxic. 360,000 compounds, 1.6% hits. HT-1080-NT fibrosarcoma viability, CellTiter-Glo ATP luminescence, 48 h;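 note: NT is the 2HG producing partner of a matched IDH1 knockdown line; potency is the fitted concentration of half-maximal effect; 0% = DMSO-treated cells and -100% = media-only wells without cells; nearly all actives have a fitted effect of over 55% in size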
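A 48-hour cytotoxicity screen used HT-1080-NT cells plated 2 hours before compound delivery. ATP-based CellTiter-Glo luminescence measured viability, normalized to DMSO and no-cell controls.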
HT1080 IDH1KD tx: qHTS for induction of synthetic lethality in tumor cells producing 2HG: qHTS for the HT-1080-IDH1KD cell line; HT-1080 IDH1 knockdown viability, ATP luminescence, 48 h; Potency, µM (top dose mostly 46.1 µM), without a hit: at the top dose activity, negative = toxicity, hits mostly cytotoxic; AID 686971, 2013; 360,000 compounds, 2% hits;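 note: potency is the fitted concentration of half-maximal effect; 0% = DMSO wells and -100% = cell-free medium wells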
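In this qHTS, HT-1080 cells depleted of IDH1 are exposed for 48 h at 37 °C to compound titrations. Toxicity is scored from CellTiter-Glo luminescence, with DMSO as full viability and medium alone as none.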
SW480 rerep: A quantitative high throughput screen for small molecules that induce DNA re-replication in SW480 colon adenocarcinoma cells; Potency, µM (top dose mostly 46.1 µM), inactives show at the top dose re-replication activation, most hits filed as activators; 340,000 compounds, 1.8% hits; SW480 DNA re-replication, Hoechst DNA content imaging, 48 h; note: potency is the fitted concentration of half-maximal effect; % of control where 0% means no effect; nearly all actives have a fitted effect of over 55% in size
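Image-based read-out: total Hoechst fluorescence of nuclei (405 nm excitation, 500-530 nm emission), with hits raising the fraction of high-intensity nuclei. SW480 colon cells incubated 48 hr with compounds at 37 C.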
IL-1B inflam inh: qHTS for Inhibitors of Inflammasome Signaling: IL-1-beta AlphaLISA Primary Screen. activity change, % at 57.5 µM. THP-1 LPS/ATP IL-1B secretion, AlphaLISA, 16 h; hits give low values. 360,000 compounds, 4.7% hits; in the data active = activity change below about -50%; inconclusive = mostly about -30% to -49%; note: % is set by controls: 0 for no effect and ±100 for the full control effect
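Secreted IL-1B measured by AlphaLISA bead assay after 16 h compound exposure of THP-1 cells; compounds (final up to 57.5 uM) added 1 h before LPS (250 ng/mL) and ATP (1.25 mM) stimulation; lower signal means less secretion.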
MCF10A rereplic: A quantitative high throughput screen for small molecules that induce DNA re-replication in MCF 10a normal breast cells | MCF 10A DNA re-replication, Hoechst nuclear intensity, 48 h | Potency, µM (doses to about 46.1 µM), inactives show top-dose activity, positive = re-replication, most hits filed as activators | 350,000 compounds, 2.9% hits | AID 624296, 2012; note: potency is the fitted concentration of half-maximal effect; % of control where 0% means no effect; nearly all actives have a fitted effect of over 50% in size
KB-3-1 cytotox: qHTS assay for MDR1-selective chemotherapeutics: Primary screen using the parental adenocarcinoma cell KB-3-1; KB-3-1 viability, CellTiter-Glo ATP luminescence, 72 h; 400,000 compounds, 1.4% hits; Potency, µM (doses to about 46.1 µM), for the others: at the highest dose activity change, negative = cytotoxic, actives largely listed as cytotoxic; AID 1347075, 2019; note: potency is the fitted concentration of half-maximal effect; % is set by controls: 0 for no effect and ±100 for the full control effect; nearly all actives have a fitted effect of over 60% in size
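Parental KB-3-1 adenocarcinoma cells in phenol-red-free DMEM with 10% FBS were pin-treated with compounds at several concentrations, incubated 72 h at 37 °C, and viability read by CellTiter-Glo luminescence; concentration-effect curves were fitted after normalization.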
HepG2 viability: qHTS for Inhibitors of TGF-b: Cytotox Counterscreen; Potency, µM (doses to about 46.1 µM), inactives show top-dose activity change, negative = cytotoxicity, usual class: cytotoxic; AID 588856, 2011; HepG2 CAGA-GFP viability, ATP luminescence, 18 h; 410,000 compounds, 0.76% hits; note: potency is the fitted concentration of half-maximal effect; some results filed as inactive show a strong effect at the top dose
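HepG2 CAGA-GFP cells (1000/well, DMEM with 1% FBS) received compound, then TGF-beta at 500 pg/mL final, and were incubated 18 hours at 37 degrees C. Viability was read by CellTiter-Glo luminescence. Media-only wells were set as complete cell-killing and DMSO as no toxicity.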
ATXN2 expr inh: Primary qHTS for Inhibitors of ATXN expression | Potency, µM (doses to about 57 µM), without a hit: at the highest dose activity change, negative = inhibition, actives largely listed as inhibitors | HEK-293 ATXN2-luciferase reporter, luminescence, 24 h | 360,000 compounds, 0.72% hits | AID 1745845, 2022; note: potency is the fitted concentration of half-maximal effect; % is set by controls: 0 for no effect and ±100 for the full control effect; nearly all actives have a fitted effect of over 55% in size
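ATXN2-luciferase reporter cells (luciferase flanked by upstream and downstream ATXN2 gene portions) were treated 24 h at 37 °C with compounds at up to 57 uM. SteadyGlo luminescence gave expression; GF-AFC fluorescence gave viability.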
S2 tox: Viability Counterscreen for Primary qHTS for Inhibitors of ATXN expression; S2 cells (HEK-293 line with an ATXN2-luciferase reporter) viability, CellTiter-Fluor protease fluorescence, 24 h; Potency, µM (highest dose often 56.7 µM), usual class: cytotoxic; 400,000 compounds, 0.49% hits; AID 651635, 2014; note: potency is the fitted concentration of half-maximal effect; nearly all actives have a fitted effect of over 40% in size
Numbers without * were called inactive; i = inactive; ? = inconclusive; nt = not tested or not shown; & = joins results of further samples; [ ] = another dose, or the depositor's remark. Unless noted, calls come from the whole dose curve; as a rule, active = well fitted curve in the direction sought with a large enough effect; inconclusive = small, poorly fitted or top-dose-only effect, or another doubt; inactive = no such curve, though single readings can be large; an effect the other way counts as inactive or inconclusive.

SMILES | HT1080-NT tox | HT1080 IDH1KD tx | SW480 rerep | IL-1B inflam inh | MCF10A rereplic | KB-3-1 cytotox | HepG2 viability | ATXN2 expr inh | S2 tox
CC(=O)Nc1cccc(NC(=O)c2ccc(S(=O)(=O)NCc3ccco3)cc2)c1 | 4% | 3% | nt | 24 | nt | -3% | -19% | nt | i
O=C1C2C(C(=O)N1CCN1CCN(Cc3ccc([N+](=O)[O-])cc3)CC1)[C@H]1C=C[C@@H]2C1 (some centres not stated) | -2% | -5% | -7% | -6 | 8% | -10% | 8% | -19% | ?
Cc1nc(-c2ccccc2)cc(N2CCCC2)n1 | 10% | 3% | -12% | 0 | ? | 13% | -2% | 24% | i
Cc1cccc(Nc2nc(C)cc(C)n2)c1 | 12% | 16% | 1% | -4 | -1% | 3% | -3% | nt | i
CCCOc1ccc(-c2c(C(=O)N/N=C/c3ccccc3)nnn2-c2nonc2N)cc1 | -10% | -15% | -3%[9.22 µM] | 14 | -5% | -2% | 6% | -16% | i
CC(=O)c1ccc(NC(=O)C2CCC(C)(C(=O)O)C2(C)C)cc1 (configuration not stated) | 2% | 5% | -7% | 3 | -4% | -3% | 0% | -13% | i
O=C(COC(=O)c1cnccn1)Nc1ccc(Cl)cc1 | -4% | -2% | -15%[9.22 µM] | 23 | -1% | 2% | -1% | -10% | i
COc1cccc(NC(=O)CCNS(=O)(=O)c2cccc3nonc23)c1 | 6% | 4% | -24% | 11 | -21% | -8% | 0% | -2% | i
O=C(O)c1cnn2c1C(=O)N(Cc1cccs1)CC2 | 10% | 21% | 2% | 6 | 2% | 0% | -2% | -31% | i
CN1C(=O)C(c2cn(C)c3ccccc23)(c2cn(C)c3ccccc23)c2cc(Br)ccc21 | 0% | -15% | nt | 18 | nt | -1% | nt | nt | nt
CCCCc1nn2c(C)c(-c3ccc(OCC)cc3)nc2s1 | nt | nt | nt | nt | nt | 0% | -34% | 4% | i
COc1ccc(S(=O)(=O)Cc2ccc(C(=O)N3CCN(c4cccc(C)c4C)CC3)o2)cc1 | -23% | ? | 21µM* | 8 | ? | ? | -21% | ? | ?
N#Cc1ccc(COc2cccnc2[N+](=O)[O-])cc1 | -6% | 2% | -7% | -8 | 4% | ? | -19% | 0% | i
CCCN(CC1CC1)C(=S)NC(=O)C1CC1 | 2% | 14% | -5% | 6 | 0% | -4% | 34% | -12% | i
c1ccc2[nH]c(SCCN3CCOCC3)nc2c1 | 10% | 10% | ? | 0 | ? | 5% | 6% | 50%[activator] | i

Reprinted from above, seven compounds:
SMILES | HT1080-NT tox | HT1080 IDH1KD tx | SW480 rerep | IL-1B inflam inh | MCF10A rereplic | KB-3-1 cytotox | HepG2 viability | ATXN2 expr inh | S2 tox
CC(=O)Nc1cccc(NC(=O)c2ccc(S(=O)(=O)NCc3ccco3)cc2)c1 | 4% | 3% | nt | 24 | nt | -3% | -19% | nt | i
O=C1C2C(C(=O)N1CCN1CCN(Cc3ccc([N+](=O)[O-])cc3)CC1)[C@H]1C=C[C@@H]2C1 (some centres not stated) | -2% | -5% | -7% | -6 | 8% | -10% | 8% | -19% | ?
Cc1nc(-c2ccccc2)cc(N2CCCC2)n1 | 10% | 3% | -12% | 0 | ? | 13% | -2% | 24% | i
Cc1cccc(Nc2nc(C)cc(C)n2)c1 | 12% | 16% | 1% | -4 | -1% | 3% | -3% | nt | i
CCCOc1ccc(-c2c(C(=O)N/N=C/c3ccccc3)nnn2-c2nonc2N)cc1 | -10% | -15% | -3%[9.22 µM] | 14 | -5% | -2% | 6% | -16% | i
CC(=O)c1ccc(NC(=O)C2CCC(C)(C(=O)O)C2(C)C)cc1 (configuration not stated) | 2% | 5% | -7% | 3 | -4% | -3% | 0% | -13% | i
O=C(COC(=O)c1cnccn1)Nc1ccc(Cl)cc1 | -4% | -2% | -15%[9.22 µM] | 23 | -1% | 2% | -1% | -10% | i

Other compounds:
SMILES | HT1080-NT tox | HT1080 IDH1KD tx | SW480 rerep | IL-1B inflam inh | MCF10A rereplic | KB-3-1 cytotox | HepG2 viability | ATXN2 expr inh | S2 tox
CC1Cc2ccccc2N1C(=O)COC(=O)/C=C/c1ccc(F)cc1 (configuration not stated) | -2% | 2% | 2% | -5 | 4% | 4% | -1% | nt | ?
CN1CCN(c2nnc(-c3ccc(Cl)cc3)c3ccccc23)CC1 | -21% | -7% | 1% | -16 | 19% | -1% | -27% | -26% | i
CC(C)(C)NC(=O)C(c1ccc(-c2ccccc2)cc1)N(C[C@H]1CC[C@@H]([C@@H]2CC[C@H](CO)O2)O1)C(=O)c1cccc(Cl)c1 (some centres not stated) | -2% | -24% | 10%[9.22 µM] | -65* | ? | 15µM* | -4% | ? | nt
COc1cc(Cl)c(CNC[C@H]2O[C@@H](n3cnc(C(N)=O)n3)[C@H](O)[C@@H]2O)c(Cl)c1O | 4% | 5% | 0% | 0 | 0% | 0% | -1% | 9% | i
CC(NC(=O)OC(C)(C)C)C(=O)Oc1ccc2ccc(=O)oc2c1 (configuration not stated) | 0% | 6% | 18% | 23 | 1% | 4% | -46% | -18% | nt
COc1ccc(S(=O)(=O)N(CC(=O)Nc2ccc(S(=O)(=O)N3CCOCC3)cc2)c2ccccc2)cc1 | -11% | -15% | -2% | 19 | 7% | ? | -28% | -10% | i
CCCN(C(=O)CSc1nnc(N)s1)c1c(N)n(Cc2ccccc2)c(=O)[nH]c1=O | 0% | -3% | 26% | -15 | 0% | nt | -11% | -2% | ?
Cn1c(=O)c(C(=O)Nc2ncccc2O)c(O)c2ccccc21 | ? | ? | 6% | 9 | 5% | -7% | -9% | 9% | i
C[C@@H]1CN([C@H](C)CO)C(=O)CCCn2nncc2CO[C@H]1CN(C)S(=O)(=O)c1cn(C)cn1 | 3% | 4% | nt | -2 | nt | 9% | 6% | -2% | ?
Cc1nc2scc(C)n2c(=O)c1S(=O)(=O)N1CCN(c2ccc(F)cc2)CC1 | 4% | 2% | -15% | -6 | 1% | 2% | -14% | nt | i
CCCS(=O)(=O)NC(=O)C1(C)CCN(C(=O)Cc2ccc(OC)c(OC)c2)C1 (configuration not stated) | 5% | 4% | nt | -3 | nt | 0% | 3% | 9% | i
CCCNS(=O)(=O)c1ccc(CCC(=O)Nc2ccc3c(c2)OCO3)cc1 | 2% | 4% | -17% | -5 | 14% | 1% | 2% | 1% | i
CC(C)NC(=O)C(C)Oc1ccc(S(=O)(=O)NCc2ccc3c(c2)OCO3)cc1 (configuration not stated) | 9% | 0% | -1% | 26 | -1% | -4% | -1% | -3% | i
CCc1ccc(NC2=NC(C(=O)NC3CCCCC3)CC(=O)N2)cc1 (configuration not stated) | -3% | -2% | -5% | 5 | -1% | -2% | -3% | 4% | i
COCCN(C(=O)CCCC(=O)Nc1ccccn1)C(C(=O)NC1CCCC1)c1ccc(C)cc1 (configuration not stated) | 19% | 11% | -2% | -8 | 3% | -1% | -4% | 6% | i
O=C(NCCCN=C1NS(=O)(=O)c2ccccc21)c1ccc(Cl)cc1 | -7% | 2% | -39%[inhibitor] | 51 | -15% | -3% | -19% | -4% | i
COc1cc2c(=O)n(CCC(=O)NCC3CCCO3)c(=O)n(CC(=O)c3ccc(Cl)cc3)c2cc1OC (configuration not stated) | 13% | 1% | -15% | -14 | -7% | 1% | 3% | nt | i
COc1ccc(NC(=O)C2=C(C)Nc3nc(SCc4ccc(Cl)cc4)nn3C2c2cccc(OC)c2OC)cc1 (configuration not stated) | nt | nt | nt | nt | nt | 0% | 1% | 2% | i
CN(Cc1ccc(F)cc1)C(=O)c1ccc(NS(=O)(=O)c2ccc3[nH]c(=O)[nH]c3c2)cc1 | 6% | 6% | 0% | -2 | -2% | 26% | -10% | 0% | i
O=C(O)c1ccc(-n2ncc3c2/C(=C\c2cccc([N+](=O)[O-])c2)CC3)cc1 | 2% | -3% | -8% | -2 | 33% | -9% | -21% | 39%[activator] | i
Cc1cc(C)cc(NC(=O)CSc2ccc(-c3cccs3)nn2)c1 | -19% | -28% | 17% | -72* | 11% | 0% | -28%&-4% | -13% | i
CC(=O)C(C(c1ccccc1)c1c[nH]c2ccccc12)[N+](=O)[O-] (configuration not stated) | ? | 23µM* | ? | 28 | ? | 7.3µM* | -37% | nt | i
COc1ccc(-c2nc3ccccc3o2)cc1NC(=O)C(C)Oc1ccc(Cl)cc1Cl (configuration not stated) | nt | nt | nt | nt | nt | -10% | 3% | 3% | i
Fc1cccc(NC(=S)NCCN2CCOCC2)c1 | 2% | -8% | -57%[inhibitor] | 0 | -16% | 3% | -19% | 5% | i
CCC1CCCCN1Cc1nc2ccccc2c(=O)n1CC(C)=O (configuration not stated) | 7% | 2% | 18% | -1 | 15% | 13% | -2% | 0% | i
COc1ccc(NC(=O)c2ccco2)cc1NC(=O)c1c(OC)cccc1OC | -2% | -1% | -115%[inhibitor] | 10 | -8% | -2%&10% | -1%&6% | 9%&12% | i
COc1cccc(C(C)(O)c2nc(-c3cccc(NC(C)=O)c3)cs2)c1 (configuration not stated) | 1% | -4% | nt | 5 | nt | 0% | -18% | -8% | ?
